# AID2073 = disruptors of CaV2.2 binding to Mint1 – biochemical, HTRF (AID 2073). 290,000 tested, 0.19% active. one-dose inhibition, % at 20 µM; IC50 in µM for titrated hits. HTRF protein-protein interaction, Mint1-CaV2.2; higher % means a stronger effect; in the data active means inhibition mostly above about 51%, no sharp cut-off; inconclusive means no clear call, values can overlap the other calls; inactive means mostly below about 53%; further: some results filed as inactive read as strong as hits
# NOD1 NF-kB reporter = inhibition of NOD1-driven NF-kB reporter – cell-based, luminescence, uHTS, primary screen (AID 1578). NOD1-driven NF-kB luciferase reporter cells, luminescence; higher % means a stronger effect. inhibition, % at 4 µM; hits with a dose series show EC50 in µM. 290,000 tested, 1% active; in the data active means inhibition mostly above about 36%, no sharp cut-off; inactive means mostly below about 34%;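 further: HEK-293T reporter cells stimulated with the NOD1 agonist gamma-tri-DAP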
# P. falciparum M1AAP = P. falciparum M1AAP inhibitors, biochemical, fluorogenic H-Leu-NHMec substrate, 1536-well (AID 1445); recombinant M1AAP, H-Leu-NHMec fluorogenic kinetic assay; higher % means a stronger effect; one-dose inhibition, % at 30 µM; IC50 in µM for titrated hits; 220,000 tested, 0.42% active;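 active means primary inhibition above the hit cutoff, then over 50% inhibition at one or more dose response concentrations, cut at about 23% in these data, passing the limit was not always enough; inconclusive means conflicting primary data, or primary hits not chosen for dose response; inactive means low primary inhibition, or under 50% at every dose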;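 further: plate controls were DMSO full reaction for no effect and no enzyme background for full effect; strong numbers were not always called active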
# KOR beta-arrestin-1 = KOR antagonists, beta-arrestin recruitment, cell-based, luminescence, uHTS (AID 1778) | KOR beta-arrestin recruitment, luminescence, antagonist mode; higher % means a stronger effect | one-dose inhibition, % at 10 µM; IC50 in µM for titrated hits | 290,000 tested, 0.091% active; further: strong numbers were not always called active
# M17LAP inhibition = P. falciparum M17LAP inhibitors, primary screen, biochemical, fluorogenic H-Leu-NHMec substrate, 1536-well (AID 1619). recombinant M17LAP, H-Leu-NHMec fluorogenic kinetic assay; higher % means a stronger effect. inhibition, % at 30 µM, or IC50 in µM where a hit was titrated. 220,000 tested, 0.38% active;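 active means compound inhibiting the enzyme by more than half at any dose during confirmatory dose-response retesting; inconclusive means strong single-dose inhibitors picked by rank but not retested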;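 further: plate controls were full reaction with DMSO carrier for no effect and no enzyme background for full effect; strong numbers were not always called active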
# HEK293 NOD2/NF-kB = inhibition of NOD2-driven NF-kB reporter – cell-based, luminescence, uHTS, HEK293 (AID 1566); 290,000 tested, 0.63% active; one-dose inhibition, % at 4 µM; EC50 in µM for titrated hits; HEK293 NOD2/NF-kB luciferase reporter, luminescence; higher % means a stronger effect; further: many of its hits are not listed in these tables
# KOR beta-arrestin-2 = KOR agonists, beta-arrestin recruitment, primary screen, cell-based, luminescence, uHTS (AID 1777); KOR beta-arrestin recruitment, luminescence; higher % means a stronger effect; activation, % at 10 µM, or EC50 in µM where a hit was titrated; 280,000 tested, 0.02% active; in the data active means activation above about 50%, passing the limit was not always enough; further: a part of the inactive calls stands beside numbers as strong as those of hits
# GPR55 beta-arrestin = GPR55 agonists via beta-arrestin recruitment, primary screen, imaging, U2OS cells, beta-arrestin-GFP redistribution (AID 1961); 290,000 tested, 0.048% active; U2OS GPR55 beta-arrestin-GFP redistribution imaging; higher % means a stronger effect; one-dose activation, % at 10 µM; EC50 in µM for titrated hits;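 active means activation above 40% with more than 50 cells counted in the well; inconclusive means wells holding fewer than 50 cells, flagged as toxic or sparse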;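 further: U2OS osteosarcoma cells stably expressing GPR55 and beta-arrestin-GFP; plate controls were DMSO negative control for no effect and LPI positive control for full effect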
# Dynein transport = blocks dynein driven cargo transport along microtubules; 3617.4 mouse cells, GR-EGFP nuclear translocation imaging; test concentration mostly 20 µM; stimulated with dexamethasone, 1 µM; hits give low values; 220,000 tested, 0.47% active; AID 1381; z-score, hits read low;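 active means plate z-score of nuclear minus cytoplasmic receptor signal below a set negative limit, without overly bright fluorescence or cell loss, cut at about -3.5 in these data, passing the limit was not always enough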;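 further: z-score of nuclear minus cytoplasmic ring GR-EGFP intensity difference per well; some compounds called inactive have numbers as strong as hits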
#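 Buffer or medium: Induction medium lacking tetracycline, stripped serum | Also added: Dexamethasone agonist, 1.0 µM final, for 30 min | Timing: 48 h induction, 1 h compound, 30 min dex at 37 °C | Detection: Formaldehyde fixation, Hoechst nuclear stain, 10x automated fluorescence imaging | Measure: Nuclear versus cytoplasmic GR-EGFP signal, averaged per well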
# Dynein transport cytoplasmic EGFP = further read-out of Dynein transport, marked with its call; z-score; measured here: cytoplasmic GR-EGFP intensity; hits give high values
# Dynein transport nuclear GR-EGFP = also measured in Dynein transport; calls as there; z-score; measured here: nuclear GR-EGFP intensity;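 lower value marks the stronger effect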
# Dynein transport cell count = also measured in Dynein transport; calls as there; z-score; measured here: cell count per field
# Active calls of the source: *; ? = inconclusive; / = no result given; [ ] = remark or other dose. Unless noted, no stated cut-off is given here; in the data, active means inhibition above about 50%; inactive means the rest. The list is partial; rates above refer to the full screens.
SMILES,AID2073,NOD1 NF-kB reporter,P. falciparum M1AAP,KOR beta-arrestin-1,M17LAP inhibition,HEK293 NOD2/NF-kB,KOR beta-arrestin-2,GPR55 beta-arrestin,Dynein transport,Dynein transport cytoplasmic EGFP,Dynein transport nuclear GR-EGFP,Dynein transport cell count
COc1ccc(-c2cnnn2-c2ccc([N+](=O)[O-])cc2)cc1,-0.9%,-33.1%,/,-6.3%,/,16.2%,-3.6%,-0.1%,/,/,/,/
O=C(NC1CC1)C1CCN(C(=O)c2ccc(Cl)cc2Cl)CC1,9.1%,-19.0%,/,-0.4%,/,36.6%,-1.9%,0.6%,/,/,/,/
CC(C)C[C@H](NC(=O)c1nc[nH]c1C(=O)NCc1ccccc1)C(=O)OCc1ccccc1,8.2%,-34.6%,-11.5%,0.4%,-3.6%,-17.1%,-1.7%,0.5%,-0.385,-0.214,0.0823,0.594
Cc1ccc(C(=O)Nc2nnc(-c3ccncc3)o2)cc1,12.7%,-49.6%,2.1%,17.3%,-1.1%,-9.2%,-2.9%,0.4%,-1.06,-0.301,-0.161,1.22
O=S(=O)(c1ccccc1)N1CCN(S(=O)(=O)c2ccc(F)cc2)CC1,17.8%,13.9%,/,-33.0%[20 µM],/,21.6%,-2.2%,-0.2%,/,/,/,/
COC(=O)c1ccc(COC(=O)CNS(=O)(=O)c2ccccc2)cc1,5.3%,-58.8%,/,2.8%[20 µM],/,-0.1%,-3.6%,-0.1%,0.858,-0.077,1.04,-1.49
COCC1CCN(Cc2nc(Cc3ccccc3Cl)no2)CC1,-0.2%,-23.4%,10.5%,-12.6%,3.7%,12.7%,-0.6%,0.1%,-0.131,-0.307,-0.263,0.781
O=C(Nc1ccc(F)cc1)C(Cc1ccccc1)n1cccc1 (centres undefined),-13.9%,6.6%,-0.7%,14.6%,4.7%,4.1%,0.0%,-0.1%,-0.754,-0.261,0.244,-0.212
Cc1ccc(NC(=O)/C=C/c2ccc(Cl)cc2)nc1,24.9%,-1.8%,-2.1%,-28.7%[20 µM],-3.3%,-38.7%,-3.9%,-0.1%,-0.462,-0.31,-0.217,-0.267
S=C(NCCc1ccccc1)NCCc1ccccc1,-12.1%,-41.4%,5.5%,/,2.1%,-86.7%,-5.2%,-0.2%,0.584,-0.178,0.35,0.251
O=C(C1CCC1)N1CCC(O)(c2cccc(F)c2)CC1,6.7%,-20.0%,2.4%,-13.8%,10.4%,-1.1%,0.5%,0.0%,-0.752,-0.322,-0.532,0.804
Cc1nc(NCc2ccccn2)c2ccccc2n1,-4.9%,26.4%,9.9%,-5.5%,1.9%,20.4%,-3.4%,-0.1%,-1.17,-0.245,-0.51,-0.125
Cc1cc(C)nc(SCc2nnc(SCC(N)=O)n2Cc2ccco2)n1,-7.9%,16.2%,0.8%,-13.7%,-9.3%,14.6%,16.7%,-0.1%,-0.43,-0.107,0.0701,-0.278
CCC1C(=O)CC(c2ccco2)NC1c1ccco1 (centres undefined),?,-28.8%,-2.4%,1.0%,12.0%,11.0%,-3.5%,-0.2%,0.709,-0.249,0.207,0.417
COc1ccc2nc(N3C(=O)CC(Cc4cc(C)cc(C)c4)C3=O)sc2c1 (centres undefined),5.9%,0.3%,4.8%,6.2%,13.0%,17.7%,-2.5%,0.2%,1.33,-0.00154,0.349,-0.292
NNc1nc2sc3c(c2c(=O)n1Cc1ccccc1)CCC3,18.8%,-7.7%,/,1.8%,/,1.0%,2.5%,-0.2%,-0.729,-0.109,0.206,0.29
C/C(=N\NC(=O)CC1N=C(Cc2ccccc2)NNC1=O)c1ccncc1 (centres undefined),-0.3%,-0.5%,3.9%,-4.7%,-5.0%,4.5%,1.4%,-0.1%,-0.612,-0.275,-0.311,0.605
O=c1[nH]c(/C=C\c2cccnc2)c([N+](=O)[O-])c(=O)[nH]1,-12.8%,-21.6%,-6.8%,-30.5%,-2.5%,-28.8%,-0.9%,-0.2%,1.18,-0.277,0.476,-0.761
CN(CC(=O)NC1CCCc2ccccc21)S(=O)(=O)c1ccc2c(c1)c(=O)n(C)c(=O)n2C (centres undefined),0.7%,-16.7%,-0.2%,-27.4%,-6.8%,0.5%,2.1%,0.2%,-1.04,0.151,-0.525,0.348
COc1cc(OC)c(CN2CCCN(C)CC2)cc1Br,5.4%,-26.6%,/,-10.3%[20 µM],/,-15.3%,-1.3%,-0.1%,/,/,/,/
O=C(CCCCCn1c(=S)[nH]c2ccccc2c1=O)N1CCOCC1,-47.6%,10.7%,11.9%,-6.0%,2.5%,9.7%,-1.2%,-0.1%,0.785,-0.166,0.822,-0.794
Cc1ccc(N2C(=O)Nc3cc(Cl)c(Cl)cc3N2O)cc1Cl,8.2%,-25.8%,0.6%,-11.5%,32.4%,14.3%,-4.6%,0.0%,0.979,-0.209,0.631,0.546
O=C(COc1ccccc1)Nc1c(C(=O)N2CCC(N3CCCCC3)CC2)oc2ccccc12,13.5%,-15.8%,/,22.1%,/,-7.5%,-4.4%,-0.1%,/,/,/,/
C#CCOCCOCCOCCNc1nc(N2CCN(C(=O)C([C@@H](C)CC)n3cc(C(N)CC(C)C)nn3)CC2)nc(N2CCN(C(=O)[C@H](CCC(=O)O)n3cc(C(N)CC(C)C)nn3)CC2)n1 (some centres undefined),11.7%,-36.3%,3.2%,-17.9%,-5.5%,6.8%,4.5%,-0.2%,-1.41,-0.15,-0.443,0.347
COc1ccc(Nc2ccnc3ccccc23)cc1,7.6%,46.8%,6.4%,-19.2%,25.3%,42.6%,7.9%,0.0%,-0.8,-0.177,-0.162,-0.0579

# Record cards, from the list above. Screens in order: AID2073	NOD1 NF-kB reporter	P. falciparum M1AAP	KOR beta-arrestin-1	M17LAP inhibition	HEK293 NOD2/NF-kB	KOR beta-arrestin-2	GPR55 beta-arrestin	Dynein transport	Dynein transport cytoplasmic EGFP	Dynein transport nuclear GR-EGFP	Dynein transport cell count
# CC(C)C[C@H](NC(=O)c1nc[nH]c1C(=O)NCc1ccccc1)C(=O)OCc1ccccc1 reads 8.2%	-34.6%	-11.5%	0.4%	-3.6%	-17.1%	-1.7%	0.5%	-0.385	-0.214	0.0823	0.594
# CCC1C(=O)CC(c2ccco2)NC1c1ccco1 (centres undefined) reads ?	-28.8%	-2.4%	1.0%	12.0%	11.0%	-3.5%	-0.2%	0.709	-0.249	0.207	0.417

# Going on with the list.
SMILES,AID2073,NOD1 NF-kB reporter,P. falciparum M1AAP,KOR beta-arrestin-1,M17LAP inhibition,HEK293 NOD2/NF-kB,KOR beta-arrestin-2,GPR55 beta-arrestin,Dynein transport,Dynein transport cytoplasmic EGFP,Dynein transport nuclear GR-EGFP,Dynein transport cell count
CC(=O)c1sc(NC(=O)CCCOc2ccccc2C)nc1C,20.4%,-37.1%,1.3%,-27.5%,-6.9%,-41.9%,3.4%,-0.1%,0.356,-0.339,0.557,0.445
COc1ccc(N2CCN(C(=O)CCCOc3cc(=O)n(C)c4ccccc34)CC2)cc1,-11.0%,/,12.0%,13.5%,5.4%,-5.6%,3.4%,0.1%,-1.45,-0.322,-0.606,0.227
Nc1nc(CSc2nnnn2-c2ccccc2)nc(N2CCCc3ccccc32)n1,-4.6%,-1.4%,-2.3%,38.8%,9.9%,26.3%,-2.9%,0.3%,-0.196,-0.244,-0.00198,0.245
Cc1c(Cl)cccc1NC(=S)NCCCN(C)C,-2.8%,9.1%,7.2%,15.8%,-1.1%,15.3%,-3.6%,0.7%,0.305,-0.0692,0.954,-1.02
Oc1ccc(Nc2nc(-c3cccnc3)cs2)cc1,-3.5%,0.1%,/,-1.5%[20 µM],/,22.0%,-1.0%,-0.1%,/,/,/,/
CCCCn1ccnc1C(=O)c1cccc(S(=O)(=O)N2CC(C)CC(C)C2)c1 (centres undefined),-4.2%,8.8%,3.8%,-8.9%,-1.5%,1.6%,-2.3%,0.2%,1.02,-0.184,0.54,-0.855
CCN(CC)S(=O)(=O)c1ccc(N2CCOCC2)c(NC(=O)c2ccc(OC)c([N+](=O)[O-])c2)c1,17.2%,-2.9%,/,21.8%,/,19.8%,-5.7%,-0.1%,0.234,-0.842,-0.078,0.0422
Cc1c(N=C2Nc3cccc4cccc2c34)c(=O)n(-c2ccccc2)n1C,-1.8%,4.6%,8.4%,2.4%,-5.6%,13.5%,-6.0%,-0.2%,1.53,-0.0405,1.09,-0.723
COc1cc(OC)c(OC)cc1CN(C)CC1CCCN(CCc2ccccc2F)C1 (centres undefined),-2.4%,17.5%,/,-48.9%,/,-28.4%,1.3%,-0.3%,/,/,/,/
Cc1ccc(-c2nc3ccccc3c(=O)n2CCN2CCOCC2)cc1,0.0%,-12.3%,2.8%,17.6%,-1.8%,0.9%,-4.6%,-0.4%,0.154,-0.21,0.454,-0.619
COc1ccc(CSc2nnc(C)s2)cc1F,15.5%,-33.1%,8.1%,9.1%,6.8%,-30.4%,-3.4%,-0.3%,-0.567,-0.324,-0.203,1.07
CC(C)CCNC(=O)c1onc(CSc2ccc(F)c(F)c2)c1C(=O)NCCC(C)C,9.4%,-5.1%,6.6%,34.5%,-2.5%,6.9%,4.2%,-0.2%,-0.873,-0.609,-0.346,0.317
O=C(NC1=NCCS1)c1ccc(OCC2CCCO2)cc1 (centres undefined),5.9%,-23.6%,-6.6%,-0.2%,10.9%,-41.5%,-3.5%,0.0%,0.153,-0.419,-0.0757,0.715
COc1ccc(-n2nc(C(=O)NCC(=O)N3CCN(c4ccccn4)CC3)c3ccccc3c2=O)cc1Cl,28.6%,11.8%,4.3%,-6.2%,-2.4%,-17.2%,-1.9%,-0.3%,0.396,-0.312,0.229,0.0176
CN1CCN(P(=O)(c2ccccc2)c2nc3ccccc3s2)CC1 (centres undefined),13.8%,2.6%,-2.8%,6.9%,0.5%,5.6%,6.5%,-0.3%,-0.728,-0.211,-0.393,1.06
O=C(Nc1cccc(S(=O)(=O)N2CCCC2)c1)c1ccccc1OC(F)F,24.6%,-31.2%,/,-9.1%,/,7.1%,10.6%,-0.1%,/,/,/,/
COCCNC(=O)[C@H]1N2C(=O)c3ccccc3C2SC1(C)C (some centres undefined),-1.2%,8.4%,/,30.0%,/,-13.0%,3.6%,-0.1%,/,/,/,/
